# High-throughput results (PubChem)
# PglD inh – C. jejuni PglD acetyltransferase inhibitors, primary screen, biochemical, DTNB colorimetric, single point; purified PglD enzyme, DTNB colorimetric CoA detection; inhibition, % at 12.5 µM; AID 602405, 2012; UDP-N-acetylbacillosamine N-acetyltransferase PglD (Campylobacter jejuni); hit rate 0.098% among 360,000; in the data active = inhibition above about 16%, passing the limit was not always enough; also: strong numbers were not always called active
# PAX8 inh HTS – inhibitors of PAX8-driven TPO luciferase reporter, primary screen, RMG-I cells, single concentration | SteadyGlo, 24 h | inhibition, % at 12.6 µM | hit rate 1.2% among 360,000 | AID 652154, 2013;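 active = mean replicate inhibition at least 60% with every replicate also reaching 60%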;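 also: luciferase light reporting Pax8 driven TPO promoter activity; plate controls were median of neutral control wells for no effect and mitoxantrone controls for full effect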
# Cneo AK release – Cryptococcus neoformans cell lysis inducers, primary screen, AK release luminescence, single concentration | hit rate 0.2% among 360,000 | C. neoformans lysis, adenylate kinase release luminescence, 4 h; normalised: neutral wells 0, clomiphene wells 100 | lysis activity, % at 15 µM;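 active = mean lysis activity across replicates of at least 80%, whatever share of replicates individually reach that level; inactive = mean lysis activity below 80%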
#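 Schedule: static 4 h at 37 °C with compound, 1 h detection; system: C. neoformans cells; benchmarks: Clomiphene as positive control; buffer or medium: fresh YPD medium; measure: luminescence rise reflecting yeast cell lysis; measured by: luminescent adenylate kinase detection reagent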
# C2C12 statin – suppressors of statin myotoxicity in C2C12 myotubes, primary screen, cell-based, single point, plate reader; C2C12 myotubes + simvastatin, ATP luminescence, 48 h; scaled: DMSO 0, geranylgeraniol control 100; hit rate 0.78% among 330,000; rescue of ATP level, % at 7.49 µM; AID 602340, 2012;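 active = mean ATP rescue above about 67%, or every replicate alone reaching that limit, limit read from the data, passing the limit was not always enough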;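 also: myotubes were challenged with 10 µM simvastatin during compound exposure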
# PGC1a acetyl inh – inhibitors of PGC1a acetylation signal, primary screen, cell-based, U2OS, AlphaScreen, inhibitor mode. AlphaScreen anti-acetyl-lysine; with virally co-expressed GCN5 acetyltransferase. inhibition, % at 15.6 µM. hit rate 0.17% among 350,000. AID 651687, 2012;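 active = every replicate shows inhibition of at least 40%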;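 also: 0% = neutral control wells and 100% = positive control wells; some results beyond the cut were filed as inactive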
# LGR2 inh – inhibitors of bursicon-induced LGR2 CRE-luciferase signal, primary screen, cell-based, HEK293, CRE-luciferase reporter, bursicon stimulation. Drosophila bursicon receptor LGR2 (rickets). bursicon-stimulated, 4 h. inhibition, % at 9.99 µM. hit rate 0.35% among 380,000;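 active = drop in luminescence signal, shown as inhibition above about 50% in the replicate tests, limit read from the data, passing the limit was not always enough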;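 also: agonist challenge used bursicon conditioned medium at about half maximal strength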
# ARNT TACC3 PPI – disruptors of ARNT/TACC3 protein interaction, primary screen, biochemical, AlphaScreen, single concentration. Transforming acidic coiled-coil-containing protein 3 (Homo sapiens), Q9Y6A5. AlphaScreen His-ARNT PAS-B/GST-TACC3 binding, luminescence; TACC3 fragment carries E629A point mutation. inhibition, % at 9.99 µM. hit rate 0.66% among 390,000;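 active = mean inhibition of replicates at least 50% and at least half of replicates each reaching 50%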;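 also: 0% = complete ARNT plus TACC3 wells and 100% = ARNT alone without TACC3; many hits fall short of the cut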
# INS-1E GSIS act – GLuc luminescence reporter in INS-1E cells, primary screen for activators of glucose-dependent secretion of insulin | INS-1E GLuc reporter insulin secretion, 2-3 h | activation, % at 16.6 µM | hit rate 0.61% among 370,000 | AID 743287, 2014;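 active = lowest replicate activation of at least 40%, so every replicate reaches that level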;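 also: 0% = median of neutral control wells and 100% = median of IBMX positive control wells; some compounds called inactive have numbers as strong as hits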
# Starred values were filed as active, the others as inactive; · = no result given.
SMILES,PglD inh,PAX8 inh HTS,Cneo AK release,C2C12 statin,PGC1a acetyl inh,LGR2 inh,ARNT TACC3 PPI,INS-1E GSIS act
CCOCCCNC(=O)c1ccc(OC(C)=O)cc1,3,-18,-1,6,11,·,23,·
Cc1cccc(-c2c3c(=O)n(C)c(=O)n(C)c3cn2CC2CCCO2)c1 (stereo not drawn),-1,·,-1,·,15,·,2,·
CCOCCCNC1=C(Cl)C(=O)c2ccccc2C1=O,·,25,·,·,-7,-37,22,1
CC1(C)C(=O)Nc2ccccc2N1C(=O)COc1ncnc2ccccc12,0,-15,0,17,0,·,-13,·
COc1ccc2nc(N3C(=O)C(O)=C(C(=O)c4ccco4)C3c3ccccc3OC)sc2c1 (stereo not drawn),0,5,-1,-35,-11,8,18,-17
C[C@@H]1CN([C@H](C)CO)C(=O)c2cc(NC(=O)Nc3ccc(F)cc3)ccc2O[C@@H](C)CCCCO[C@H]1CN(C)C(=O)Nc1ccc(C(F)(F)F)cc1,2,87*,-3,-132,28,12,10,1
Cc1nn(C)cc1NC(=O)C[C@@H]1CC[C@@H]2[C@@H](COc3ccc(NC(=O)c4cccc(F)c4)cc3C(=O)N2C)O1,1,-4,-1,-7,-2,-4,-9,7
O=C(NC(=S)Nc1ccccc1N1CCN(C(=O)c2ccccc2)CC1)c1cccs1,·,10,·,-14,8,8,0,-1
O=C(Oc1ccc(N2C(=O)CCC2=O)cc1)c1ccccc1Cl,4,·,6,·,1,-4,0,10
C/C=C/c1cnc2c(c1)C(=O)N([C@@H](C)CO)C[C@@H](C)[C@H](CN(C)C(=O)C1CCC1)O2,·,·,·,30,-12,-10,·,25
O=C(CCNS(=O)(=O)c1ccc(Br)cc1)NCC1CCCO1 (stereo not drawn),2,1,0,8,-3,4,·,16
C=CCC[C@H](Cc1ccc(F)cc1)C(=O)OC[C@H]1CCCN1C(=O)[C@@H](CC=C)CC(=O)NCCO,1,-5,3,0,·,-14,-2,-5
CCNC(=O)[C@H]1[C@H](CO)[C@H]2Cn3c(ccc(-c4cncnc4)c3=O)[C@@H]1N2C(=O)Nc1ccccc1,1,·,1,-12,·,-7,-5,0
CC(=O)Nc1ccc(S(=O)(=O)NNC(=O)c2cc3c4ccccc4n(C)c3s2)cc1,2,·,0,193*,-9,·,1,·
COc1cc(SC)ccc1C(=O)Nc1ccc2c(c1)OCO2,·,-208,·,0,·,-21,3,0
Cc1ccc(NC(=O)C2CCN(S(=O)(=O)c3ccccc3)CC2)cc1,5,4,2,0,-10,-4,0,-2
COc1cc(C2C(C(N)=O)=C(C)Nc3nc(CCCO)nn32)cc(OC)c1OC (stereo not drawn),3,-7,-5,9,·,-4,6,1
Cc1oc(-c2ccc(Cl)cc2)nc1CN1CCC(C(=O)N2CCc3ccccc3C2)CC1,1,·,1,-28,·,·,12,·
CCOC(=O)CCCC(=O)Nc1ncnc2c1C(c1ccccc1)c1c(ccc3ccccc13)O2 (stereo not drawn),-2,20,1,21,-1,26,-4,-11
C[C@@H]1CN([C@@H](C)CO)C(=O)c2cc(NC(=O)CCC(F)(F)F)ccc2O[C@@H](C)CCCCO[C@H]1CN(C)C(=O)Nc1cccc2ccccc12,2,24,39,·,-38,13,-5,-26
CCCCNC(=O)Nc1nc(SCC(=O)OCC)n[nH]1,-5,0,1,11,·,6,·,-1
COc1ccc(-n2c(COc3cccc4ccccc34)nnc2SCC#N)cc1,5,·,2,-5,-9,·,-2,·
Cc1noc(C)c1NC(=O)N(C)C[C@H]1Oc2c(NS(=O)(=O)c3ccccc3)cccc2C(=O)N([C@@H](C)CO)C[C@@H]1C,0,-10,-41,-2,0,2,-8,3
O=C(COc1ccccc1[N+](=O)[O-])NCC1(N2CCCCC2)CCCCC1,2,24,-2,-6,-5,2,-2,·
O=C(Cn1nnc(-c2ccc(CN3CCOCC3)cc2)n1)N(c1ccccc1)c1ccccc1,·,4,·,·,·,8,-3,-6
COc1ccc(/C=C/C(=O)NC(C)(C)C)cc1S(=O)(=O)N1CCOCC1,7,-15,-2,·,12,-12,-8,8
O=[N+]([O-])c1ccc(N2CCN(c3nc(-c4ccc(Cl)cc4)cs3)CC2)cc1,1,-6,0,-5,-5,·,-3,·
C=CCNC(=O)C(C)N1C(=O)c2ccccc2C1=O (stereo not drawn),3,·,-1,-2,8,·,15,·
CC(=O)N1CC2(C1)[C@H](c1ccc(-c3ccc(F)cc3)cc1)[C@@H](CO)N2CC1CC1,·,-3,·,·,1,23,·,8
Cc1cc(C(=O)N/N=C/c2ccc(-c3cccc(Br)c3)o2)n[nH]1,-6,9,7,·,1,-7,·,12
O=C(O)CSc1nnc(-c2ccc(Cl)cc2Cl)n1-c1ccc(Cl)cc1,-5,5,3,19,3,3,-6,2
O=C(O)[C@H]1CCCC[C@H]1C(=O)Nc1ccc(S(=O)(=O)N2CCOCC2)cc1,-2,-16,-3,-40,1,0,-2,-7
CCn1cc(/C=C(\NC(=O)c2ccccc2OC)C(=O)N2CCN(C)CC2)c2ccccc21,·,13,·,6,1,3,6,7
CCOC(=O)C1CCN(C(=O)CCC(=O)NCCc2ccc(Cl)cc2)CC1,3,-20,3,-4,8,3,-3,-7
COc1cccc(S(=O)(=O)N[C@@H]2CC[C@@H](CC(=O)NC3Cc4ccccc4C3)O[C@@H]2CO)c1,1,-22,-2,-13,5,-3,2,-1
COc1ccc(NS(=O)(=O)c2cccc(C(=O)NNC(=O)NCCCl)c2)cc1,·,-3,·,·,·,12,-9,-3
CSc1ccccc1OCc1cc(C(=O)NC2CCOC2)no1 (stereo not drawn),-1,-75,-1,-1,-8,-14,-1,7
O=C(NCc1ccccc1)c1ccc(CSc2ccccc2)o1,4,-15,2,-6,·,-1,6,2
CO[C@H]1CN(C)C(=O)c2cc(NS(=O)(=O)c3ccccc3)ccc2OC[C@H](C)N(Cc2cccnc2)C[C@@H]1C,-2,6,-12,4,-9,-3,0,-14
CC(C)Oc1ccc(/C=N/NC(=O)C2CCCN2S(=O)(=O)c2ccc(Cl)cc2)cc1 (stereo not drawn),-2,·,0,-6,-18,·,5,·
Cc1ccc(NC(=O)c2cc(-c3ccc(C)o3)nc3ccccc23)cc1,1,·,2,-2,0,·,-5,·
CC(/C=N/n1c(-c2ccncc2)n[nH]c1=S)=C\c1ccco1,5,1,0,·,2,0,2,7
CCn1c(SCC(=O)N/N=C/C=C/c2ccccc2[N+](=O)[O-])nnc1-c1ccccc1,·,23,·,·,·,17,3,-9
CC(=O)N1CCN(S(=O)(=O)c2cccc(C(=O)NNC(=O)COc3c(C)cccc3C)c2)CC1,1,5,-1,0,-15,-11,14,-8
O=S(=O)(Nc1cc(Cl)ccc1-n1cncn1)c1ccc(F)cc1,-3,1,19,-6,·,8,-7,-54
CC1=C(C(N)=O)C(c2ccccc2)n2nc(-c3cccc(C)c3)nc2N1 (stereo not drawn),-1,8,1,7,·,9,-1,-5
Cc1cc2c(cc1C)C(c1cccc([N+](=O)[O-])c1)CC(=O)N2 (stereo not drawn),·,22,·,·,·,-3,0,7
C[C@@H]1CN([C@H](C)CO)C(=O)c2cc(NC(=O)NC3CCCCC3)ccc2O[C@@H]1CN(C)Cc1ccc(Cl)c(Cl)c1,1,·,0,·,-2,-17,-2,-27
CCC(=O)NC[C@@H]1[C@@H](c2ccc(C3=CCCC3)cc2)[C@@H](CO)N1C(C)=O,2,-7,-2,-4,-2,13,3,7
Cc1nnc(SCc2nc3ccccc3nc2C)s1,4,·,-2,4,-3,·,3,·
Brc1ccc(-c2nc(-c3ccccc3)no2)o1,-2,-139,3,3,6,·,-4,·
CN1C(=O)/C(=C/c2cccc(Cl)c2)Sc2ccc(C(=O)NCc3cccnc3)cc21,-6,4,0,-8,-2,23,1,-4
O=C(CSc1n[nH]c(-c2cccs2)n1)N1CCOCC1,-1,-13,2,-9,1,-24,-41,23
C[C@H]1CN([C@@H](C)CO)C(=O)c2cc(-c3cccc(F)c3)cnc2O[C@H]1CN(C)C(=O)Nc1cc(F)ccc1F,-2,·,10,-6,-2,11,2,-29
CCOC(=O)C1=NNC(=O)C1,1,13,0,3,9,1,-2,9
C/C=C/c1ccc([C@H]2[C@H](CO)N(C(C)=O)[C@H]2CN(CC)C(=O)CN(C)C)cc1,-1,-4,3,14,4,-12,-7,0
CC(NS(=O)(=O)c1ccc(Br)cc1)C(c1cccs1)N1CCOCC1 (stereo not drawn),0,13,0,3,-5,7,-3,-39
CCCCC(CC)C(=O)Nc1ccc(S(=O)(=O)Nc2nccs2)cc1 (stereo not drawn),-4,-2,12,·,-1,11,-2,-1
COCCN(C(=O)COC(=O)CSc1cc(C)ccc1C)c1c(N)n(Cc2ccccc2)c(=O)[nH]c1=O,-6,3,-8,-2,3,-4,·,·
CCO[C@H]1OC(C(=O)N2CCN(C)CC2)=C[C@@H](c2coc3ccccc3c2=O)[C@@H]1CCCO,-1,-19,4,7,·,9,0,10

# Exported as labelled records: entries from further up.
C/C=C/c1ccc([C@H]2[C@H](CO)N(C(C)=O)[C@H]2CN(CC)C(=O)CN(C)C)cc1
  PglD inh = -1
  PAX8 inh HTS = -4
  Cneo AK release = 3
  C2C12 statin = 14
  PGC1a acetyl inh = 4
  LGR2 inh = -12
  ARNT TACC3 PPI = -7
  INS-1E GSIS act = 0
CC(NS(=O)(=O)c1ccc(Br)cc1)C(c1cccs1)N1CCOCC1 (stereo not drawn)
  PglD inh = 0
  PAX8 inh HTS = 13
  Cneo AK release = 0
  C2C12 statin = 3
  PGC1a acetyl inh = -5
  LGR2 inh = 7
  ARNT TACC3 PPI = -3
  INS-1E GSIS act = -39

# (cont.)
SMILES,PglD inh,PAX8 inh HTS,Cneo AK release,C2C12 statin,PGC1a acetyl inh,LGR2 inh,ARNT TACC3 PPI,INS-1E GSIS act
Cc1ccc(C)c(NC(=O)CSc2nnc(-c3ccccc3)o2)c1,-1,2,-7,-1,-4,-6,·,-3
C[C@H](CO)N1C[C@H](C)[C@@H](CN(C)Cc2ccccc2)Oc2ccc(NC(=O)c3ccncc3)cc2C1=O,2,-8,-7,-3,·,11,-1,14
CCOc1nc(NCCN2CCOCC2)nc(Nc2ccc([N+](=O)[O-])cc2)n1,·,10,·,·,·,-25,-4,14
CCOC(=O)c1ccccc1NC(=O)/C=C/C(=O)O,-4,-11,6,·,2,7,-4,15
COCC(=O)N1C[C@@H](C)[C@@H](OC)CN(C)C(=O)c2cc(NC(=O)c3cc(C)on3)ccc2OC[C@@H]1C,4,-15,-1,0,-3,10,-6,14
CC(C)=CCN1CCN(Cc2ccc(Oc3ncccn3)cc2)CC1CCO (stereo not drawn),-4,-1,-7,17,-8,-1,·,9
O=C(Oc1ccc(-c2cnc3ccccc3n2)cc1)c1ccc(Br)o1,-4,·,-1,2,0,-6,-8,21
COc1cccc(N2CC(=O)N(NC(=O)c3sc4nc(C)cc(C)c4c3N)CC2=O)c1,·,-1,·,·,-4,7,-2,-3
CCN(C(=O)CSc1nnc(-c2ccco2)n1CC)c1c(N)n(Cc2ccccc2)c(=O)[nH]c1=O,3,-7,0,4,7,7,15,2
